From PubChem
Eya2 inh: inhibitors of human Eya2 phosphatase activity. recombinant Eya2, OMFP fluorescence dephosphorylation (OMFP is methylfluorescein phosphate). Potency, µM (series often up to 76.9 µM), for the others: at the top dose activity, negative = inhibition, hits mostly inhibitors. 330,000 compounds, 0.006% hits. AID 488837; note: potency is the fitted concentration of half-maximal effect; % is set by controls: 0 for no effect and ±100 for the full control effect
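Eya2 (0.2 uM) preincubated 10 min at ambient with compound, then OMFP substrate added at 50 uM; 10 min reaction in 50 mM HEPES pH 7.5, 50 mM NaCl, 5 uM MgCl2, 0.05% BSA, 1 mM DTT. Fluorescence read at Ex 485/Em 525 nm.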
ELG1 DNA repair: blocks ELG1-dependent DNA repair in HEK293T cells; AID 504467; Potency, µM (top dose mostly 46.1 µM), for inactives: at the highest dose activity change, negative = inhibition, actives largely listed as inhibitors; HEK293T ELG1-luciferase reporter, luminescence, 16 h; DNA damage induced by 5-fluorouridine; 330,000 compounds, 2.3% hits; note: potency is the fitted concentration of half-maximal effect; % is set by controls: 0 for no effect and ±100 for the full control effect; nearly all actives have a fitted effect of over 55% in size
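Luminescence from the luciferase reporter, measured 30 min after ONE-Glo reagent at room temperature, was the read-out. Beforehand, 2,000 cells per well were exposed for 16 hr at 37 °C to 5-fluorouridine together with compound or vehicle.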
TCR activator: T cell receptor activation. primary human leukocytes, anti-CD3, IL-2 HTRF, 48 h. Potency, µM (doses to about 9.22 µM), inactives show at the highest dose activation of IL-2 secretion, usual class: activators. 330,000 tested, under 10 active. AID 504894; note: % of control where 0% means no effect
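Primary human leukocytes incubated 48 hr with anti-CD3 beads plus compound, without co-stimulation. Secreted IL-2 measured by HTRF (europium cryptate/d2 anti-IL-2 pair, 320 nm excitation, 665 nm emission).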
KCNH2 3.1 inh: inhibitors of human KCNH2 3.1 potassium channel isoform. U2OS KCNH2 3.1, thallium flux FluxOr; hits give low values. activity change, % (tested at about 1.8 µM). 340,000 compounds, 0.95% hits;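 active = maximum activity change below -70%; inconclusive = maximum activity change from -70% to -50%; inactive = maximum activity change above -50%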;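 note: thallium influx rate constant from kinetic fluorescence after stimulation buffer; % is set by controls: 0 for no effect and ±100 for the full control effect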
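Measured as rate of thallium-driven FluxOr signal in transduced U2OS cells carrying the 3.1 channel, read kinetically for 2 min upon stimulation; values are rate constants scaled to DMSO control wells.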
TSHR antag: human thyrotropin receptor antagonism; P16473; TSHR-expressing cells, TSH-stimulated cAMP HTRF, 2 h; hits give low values; activity change, negative = inhibition, % at 11.5 µM; 330,000 compounds, 0.2% hits; AID 504810;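 active = activity change below a set negative limit, meaning inhibition stronger than a set level, cut at about -70% in these data; inconclusive = activity change between two set negative limits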; note: % is set by controls: 0 for no effect and ±100 for the full control effect
Target sequence (P16473 whole entry, looked up): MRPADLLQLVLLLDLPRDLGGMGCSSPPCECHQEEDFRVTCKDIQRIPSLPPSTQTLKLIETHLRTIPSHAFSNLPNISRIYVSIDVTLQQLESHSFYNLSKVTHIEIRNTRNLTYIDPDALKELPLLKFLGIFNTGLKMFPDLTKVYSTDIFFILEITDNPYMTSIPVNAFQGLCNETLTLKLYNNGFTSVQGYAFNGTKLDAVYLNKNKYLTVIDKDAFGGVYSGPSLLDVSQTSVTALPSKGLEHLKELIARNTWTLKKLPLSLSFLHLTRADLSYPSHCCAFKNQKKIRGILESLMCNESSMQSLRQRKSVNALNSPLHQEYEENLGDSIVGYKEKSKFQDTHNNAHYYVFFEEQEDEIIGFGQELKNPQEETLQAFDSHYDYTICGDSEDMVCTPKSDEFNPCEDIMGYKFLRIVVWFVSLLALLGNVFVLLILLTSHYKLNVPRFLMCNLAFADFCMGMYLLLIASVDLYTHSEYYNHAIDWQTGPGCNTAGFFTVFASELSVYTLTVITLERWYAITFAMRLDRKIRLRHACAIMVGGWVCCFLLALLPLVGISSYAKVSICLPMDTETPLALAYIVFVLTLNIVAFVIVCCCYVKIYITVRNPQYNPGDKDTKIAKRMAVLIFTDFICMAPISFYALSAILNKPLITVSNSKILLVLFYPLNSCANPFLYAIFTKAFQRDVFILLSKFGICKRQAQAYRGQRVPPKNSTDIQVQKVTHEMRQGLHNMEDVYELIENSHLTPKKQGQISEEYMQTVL
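Inhibition of cAMP made by TSHR-expressing cells under TSH stimulation (4nM final, EC80; 2 h, 37 deg C) is quantified with a one-step lysis HTRF kit, anti-cAMP cryptate versus cAMP-d2.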
A-T KAP1 phos: potential ataxia-telangiectasia treatments restoring KAP-1 phosphorylation | […] A-T fibroblasts, KAP-1 phosphorylation AlphaLISA; neocarzinostatin DNA damage 30 min before lysis | Potency, µM (top dose mostly 57.5 µM), inactives show top-dose activation, actives largely listed as activators | 320,000 compounds, 0.19% hits | AID 485349; note: potency is the fitted concentration of half-maximal effect; % of control where 0% means no effect; nearly all actives have a fitted effect of over 45% in size
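ATM-like activity read as KAP-1 phosphorylation via AlphaLISA donor/acceptor antibody pairs after lysis and 6 hr at 25C. Cells were ATM-null patient fibroblasts ([…], hTERT), dosed 60 min, then exposed to the DSB inducer NCS for 30 min.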
USP2a inh: USP2a (human) protease inhibition | O75604 | USP2 core, Ub-CHOP2 coupled fluorogenic reporter, 485/531 | Potency, µM (titrated, usually from 38.3 µM), without a hit: top-dose activity change, negative = inhibition, usual class: inhibitors | 330,000 compounds, 0.01% hits | AID 463254;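 note: potency is the fitted concentration of half-maximal effect; plate controls were DMSO wells for no effect and full inhibition by NEM control for full effect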
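USP2 core (10nM final) preincubated 30min RT with compound in 20mM Tris-HCl pH 8.0, 2mM CaCl2, 2mM beta-mercaptoethanol, 0.05% CHAPS; 25nM Ub-CHOP2 plus 25nM reporter substrate added, fluorescence (Ex485/Em531) read after 60min.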
Mito fusion yeast: mitochondrial division inhibition or fusion activation; S. cerevisiae fusion-defective mutant growth rescue, CellTiterGlo 48 h; Potency, µM (top dose mostly 46.1 µM), for inactives: at the top dose growth rescue (activation), usual class: activators; 320,000 compounds, 0.23% hits; AID 485298;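 note: potency is the fitted concentration of half-maximal effect; % of control where 0% means no effect; nearly all actives have a fitted effect of over 45% in size; temperature-sensitive fusion mutants such as fzo1-1 at 37 °C on non-fermentable ethanol glycerol medium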
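Luminescent cell viability in 1536-well qHTS format served as the measure of rescued growth in ts fusion-mutant S. cerevisiae cultured on non-fermentable YPEG for 48 hours at 37C.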
KCNH2 WT inh: inhibitors of human wildtype KCNH2 potassium channel; Q12809; U2OS, BacMam KCNH2, thallium flux FluxOr; hits give low values; activity change, % at 1.84 µM; 340,000 compounds, 0.37% hits;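 active = maximum activity change below -70%; inconclusive = maximum activity change between -70% and -50%; inactive = maximum activity change above -50%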; note: % is set by controls: 0 for no effect and ±100 for the full control effect
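U2OS cells were transduced with wild-type KCNH2 virus (2.03 x 10^8 / mL) for 4 h at room temperature, then cultured overnight at 37 C. Thallium flux was read with FluxOr dye. Rate constants were normalized to DMSO controls.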
TRPV1 ag: activates the human vanilloid receptor TRPV1. Q8NER1. TRPV1-expressing cells, Fluo-8 calcium influx, agonist mode. activation, % at 8.33 µM. 320,000 compounds, 0.19% hits; in the data active = activation above about 80%; inconclusive = between about 30% and that limit; note: 0% is about no effect
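Cells expressing TRPV1 were dye-loaded with Fluo-8 and read kinetically: 10 s baseline, 3 min after compound (agonist portion), then 2 min after EC20 capsaicin (allosteric enhancer portion). Calcium-bound dye fluorescence at 480/520 nm.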
* marks the source's active call; other numbers are inactive results; ? = inconclusive; . = no result given; [ ] = dose if it differs, or a comment. Unless noted, calls come from the whole dose curve; as a rule, active = well fitted curve in the direction sought with a large enough effect; inconclusive = small, poorly fitted or top-dose-only effect, or another doubt; inactive = no such curve, though single readings can be large; an effect the other way counts as inactive or inconclusive.

SMILES	Eya2 inh	ELG1 DNA repair	TCR activator	KCNH2 3.1 inh	TSHR antag	A-T KAP1 phos	USP2a inh	Mito fusion yeast	KCNH2 WT inh	TRPV1 ag
CC(=O)Nc1ccc(S(=O)(=O)NC2=NCN(CCOC(=O)c3ccccc3)CN2)cc1	-25%	4%	-1%	-6	-1	-6%	3%	-3%	-7	0
O=C(NCCc1c[nH]c2ccccc12)C(=O)NCC1OCCN1S(=O)(=O)c1ccc(F)cc1 (centres undefined)	-2%	?	0%	24	-3	13%	-1%	-6%	-11	4
O=C1OC[C@H]2CCCN2C(=O)[C@@H](CC(=O)N(CCO)Cc2ccccc2)C/C=C\C[C@H]1Cc1ccc(F)cc1	-31%	-29%	4%	-16	13	4%	-9%	.	-5	.
Cc1ccc(CNC(=O)C(Cc2ccccc2)n2cccc2)cc1 (centres undefined)	-12%	-7%	1%	-35	-12	-2%	2%	6%	1	26
Cc1cccc(NC(=O)c2ccc(N3CCOCC3)c([N+](=O)[O-])c2)n1	8%	?	2%	4	-1	1%	0%	3%	-7	11
O=C(NCCC1=CCCCC1)c1cc2c(s1)CS(=O)(=O)C2	18%	?	.	-22	3	2%	-1%	-1%	-7	?
COc1ccc(C)cc1S(=O)(=O)N(C)CC(=O)Nc1ccc2c(c1)OCCO2	11%	-19%	3%	2	-8	10%	-1%	-1%	2	4
CCCCCCCc1ccc(C2NC(=S)NC3=C2C(=O)c2ccccc23)cc1 (centres undefined)	11%	-1%	-183%	3	4	-1%	2%	-3%	3	1
CC1OC2(C)OC(=N)C1(C#N)C(C#N)(C#N)C2c1ccccc1 (centres undefined)	0%	6%	6%[46.1 µM]	-6	-9	4%	4%	3%	0	8
O=C(c1ccc(-c2ccc(Cl)cc2Cl)o1)N1CCOCC1	2%	?	-1%	0	0	2%	1%	4%	-8	?
C=C(C)CSCc1nc2ccccc2[nH]1	26%	?	12%	-16	-5	8%	1%	2%	-3	0
CN(/N=C/c1ccncc1)C1=NCCN1	-2%	6%	1%	-5	2	32%	5%	4%	13	1
COc1ccc(C)cc1N(CC(N)=O)S(=O)(=O)c1ccc(C)cc1	0%	-6%	-4%	5	0	12%	-3%	4%	0	0
CCOC(=O)C(CCOc1cccc(CC)c1)C(=O)OCC	10%	-1%	-4%	4	10	6%	-7%	3%	9	26
CS(=O)(=O)N(CC(=O)NCc1ccncc1)c1ccc(Cl)c(Cl)c1	-7%	10%	-1%	12	12	7%	1%	2%	-5	-4
O=C(CCNC(=O)c1ccccc1Cl)Nc1cc(S(=O)(=O)N2CCOCC2)ccc1N1CCOCC1	11%	-3%	3%	13	1	-5%	0%	0%	-17	1
C[N+]1(CC2COC3(CCCCC3)O2)CCCCC1 (centres undefined)	-4%	14%	-7%	-3	0	-7%	1%	2%	3	0
O=C(c1ccco1)N1CCC(c2nc3c(nnn3Cc3c(Cl)cccc3Cl)c(=O)[nH]2)CC1	8%	?	-8%	13	-9	-3%	2%	-4%	8	12
COC(=O)Cn1c(SCc2ccccc2)nc2ccccc21	-14%	?	-3%	-5	-3	.	0%	2%	-9	?
Cc1ccc(S(=O)(=O)NCc2ccccc2)cc1C(=O)NC1CCCCC1	-16%	-11%	3%	-14	12	6%	1%	1%	-9	1
COc1ccc(C2c3ccc4ccccc4c3Oc3ncn(CCCO)c(=N)c32)cc1 (centres undefined)	-9%	?	-3%	-8	22	12%	-13%	-6%	4	-5
CCc1cc2c(SCC(=O)N3CC(=O)Nc4ccccc43)ncnc2s1	3%	-7%	-2%[46.1 µM]	8	-8	8%	-1%	0%	4	1
COCCCn1c(SCC(=O)c2ccccc2)nc2ccccc2c1=O	-11%	?	1%	-9	-16	3%	1%	-1%	7	24
Cc1cc(C)c(S(=O)(=O)c2ccc(Cl)cc2)c(Cl)n1	6%	-8%	7%	0	5	7%	3%	3%	-2	2
c1cn(C23CC4CC(CC(C4)C2)C3)cn1	5%	9%	-4%	-1	7	-1%	4%	-1%	1	-3
CC(C)C(C)NC(=O)COc1nc2ccccc2nc1N(C)C1CCCCC1 (centres undefined)	2%	-20%	-1%	6	6	-2%	2%	-2%	-3	18
COc1ccc(C(=O)N2CCC(C(=O)O)CC2)c2ccccc12	4%	13%	3%	10	11	0%	4%	-4%	3	-1
O=C(OCn1ncc(Cl)c(Cl)c1=O)c1ccc(C(F)(F)F)cc1	-15%	?	3%	-3	-4	-1%	0%	-18%	-4	11
Cc1ccc(C2(CC(=O)O)CCOC(C)(C)C2)cc1 (centres undefined)	7%	2%	-1%[46.1 µM]	5	-2	0%	0%	-3%	-15	-1
Cc1cc(C2=CC(=O)C[C@H](c3ccc4c(c3)OCO4)C2)ccc1F	-4%	?	4%	.	-21	7%	2%	8%	.	?
COC(=O)CSc1ccc(S(=O)(=O)N2CCC(C)CC2)cc1[N+](=O)[O-]	16%	8%	3%	-5	-6	3%	1%	2%	13	6
O=C1CN(c2cc(Cl)cc(Cl)c2)C(=O)CN1/N=C/c1cccnc1	-16%	-1%	-2%	-6	33	11%	5%	9%	-2	-1
Cc1c(Br)c([N+](=O)[O-])nn1C(C)C(=O)Nc1nccs1 (centres undefined)	-14%	-2%	-2%	10	-23	3%	-2%	-1%	3	-1
CCc1ccc(CNC(=O)C2CCN(S(=O)(=O)N3CCC(C)CC3)CC2)cc1	-12%	-1%	1%	8	-9	11%	3%	-1%	-5	8
CC(C)C1C(C#N)=C(N)Oc2n[nH]c(-c3ccc4ccccc4c3)c21 (centres undefined)	-29%	-5%	7%	7	-26	-5%	-6%	2%	-26	8
O=C(Cn1c(CO)nc2ccccc21)NC1CCCCCC1	2%	10%	.	.	3	14%	3%	-4%	.	3
Cc1cc(NS(=O)(=O)c2ccc(NC(=O)/C=C/c3cccc(Cl)c3)cc2)no1	-2%	3%	-8%	-5	18	-14%	-11%	0%	6	-5
CCCc1ccc2oc(C(=O)NCCN3CCCC(O)C3)c(C)c2c1 (centres undefined)	-2%	?	3%	6	22	15%	-3%	-2%	11	?
Cc1csc(NC(=O)Cc2ccccc2Cl)n1	0%	?	-2%	6	-2	-5%	3%	-6%	0	5
Cc1c(C2(c3c(C)n(C)n(-c4ccccc4)c3=O)C(=O)Nc3ccc(F)cc32)c(=O)n(-c2ccccc2)n1C	-20%	29%	4%	-1	17	2%	0%	0%	0	-2
COC(=O)[C@@H](N)CS	3%	11%	3%	-10	6	4%	1%	14%	-7	5
CCCn1nnc(NCc2ccc(OCc3cccs3)c(OC)c2)n1	1%	-6%	2%	-2	2	1%	2%	-6%	22	22
CSC1=C(C#N)C(c2ccc3c(c2)OCO3)C2=C(CCCC2=O)N1 (centres undefined)	-1%	?	-4%[46.1 µM]	4	-1	-2%	2%	-3%	2	0
COc1cccc(NC(=O)CCC2CCN(C(=O)c3ccc(C(C)=O)s3)CC2)c1	2%	-7%	-4%	-13	1	-3%	1%	0%	3	2
CCn1c(CSc2nccn2C)nc2cc(C(=O)O)ccc21	-4%	-1%	5%	3	5	2%	7%	-3%	-5	1

Laid out differently: 2 of the compounds above
| SMILES | Eya2 inh | ELG1 DNA repair | TCR activator | KCNH2 3.1 inh | TSHR antag | A-T KAP1 phos | USP2a inh | Mito fusion yeast | KCNH2 WT inh | TRPV1 ag |
| --- | --- | --- | --- | --- | --- | --- | --- | --- | --- | --- |
| Cc1cc(NS(=O)(=O)c2ccc(NC(=O)/C=C/c3cccc(Cl)c3)cc2)no1 | -2% | 3% | -8% | -5 | 18 | -14% | -11% | 0% | 6 | -5 |
| CCCc1ccc2oc(C(=O)NCCN3CCCC(O)C3)c(C)c2c1 (centres undefined) | -2% | ? | 3% | 6 | 22 | 15% | -3% | -2% | 11 | ? |

(further entries)
SMILES	Eya2 inh	ELG1 DNA repair	TCR activator	KCNH2 3.1 inh	TSHR antag	A-T KAP1 phos	USP2a inh	Mito fusion yeast	KCNH2 WT inh	TRPV1 ag
COc1c(OC(C)=O)c(=O)n2c3ccccc3c3ccnc1c32	1%	17%	2%	7	-23	-14%	2%	-10%	6	4
COC(=O)c1ccc[n+](CC(=O)c2ccc(Br)cc2)c1	1%	10%	2%[46.1 µM]	7	24	1%	0%	0%	0	3
COc1ccc(C(CNC(=O)c2cc(S(=O)(=O)NCc3ccccc3)ccc2C)N2CCOCC2)cc1 (centres undefined)	-9%	-2%	0%	-2	14	-8%	-1%	-2%	-5	14
COC(=O)C(Oc1ccc2c(-c3ccc(OC)cc3)cc(=O)oc2c1)c1ccccc1 (centres undefined)	-6%	-6%	-5%[46.1 µM]	-19	-9	4%	2%	-2%	-19	-3
COc1ccc(S(=O)(=O)N2CCCCC2)cc1NCC(=O)Nc1ccc(C)cc1	?	-16%	-5%	7	2	31%	7%	10%	-23	?

An excerpt. The share of hits here may be higher or lower than overall.
